High-throughput results deposited in PubChem BioAssay by several laboratories.
ABCB6 inh 2 – ABCB6 transporter inhibitors, primary screen, K562-ABCB6 cells, flow cytometry, MLPCN library; ATP-binding cassette sub-family B member 6 (Homo sapiens), Q9NP58; K562-ABCB6 porphyrin accumulation, 1 h; active compounds read low; fluorescence ratio to DMSO, % at 10 µM; 0.19% of 360,000 active;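 active means fluorescence ratio to DMSO below 75%, the collection mean minus 3 SD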;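 further: signal is porphyrin accumulated inside mitochondria; 100% equals median channel fluorescence of DMSO control wells; lower ratio means ABCB6 inhibition with less porphyrin fluorescence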
Target sequence (Q9NP58 whole entry, looked up): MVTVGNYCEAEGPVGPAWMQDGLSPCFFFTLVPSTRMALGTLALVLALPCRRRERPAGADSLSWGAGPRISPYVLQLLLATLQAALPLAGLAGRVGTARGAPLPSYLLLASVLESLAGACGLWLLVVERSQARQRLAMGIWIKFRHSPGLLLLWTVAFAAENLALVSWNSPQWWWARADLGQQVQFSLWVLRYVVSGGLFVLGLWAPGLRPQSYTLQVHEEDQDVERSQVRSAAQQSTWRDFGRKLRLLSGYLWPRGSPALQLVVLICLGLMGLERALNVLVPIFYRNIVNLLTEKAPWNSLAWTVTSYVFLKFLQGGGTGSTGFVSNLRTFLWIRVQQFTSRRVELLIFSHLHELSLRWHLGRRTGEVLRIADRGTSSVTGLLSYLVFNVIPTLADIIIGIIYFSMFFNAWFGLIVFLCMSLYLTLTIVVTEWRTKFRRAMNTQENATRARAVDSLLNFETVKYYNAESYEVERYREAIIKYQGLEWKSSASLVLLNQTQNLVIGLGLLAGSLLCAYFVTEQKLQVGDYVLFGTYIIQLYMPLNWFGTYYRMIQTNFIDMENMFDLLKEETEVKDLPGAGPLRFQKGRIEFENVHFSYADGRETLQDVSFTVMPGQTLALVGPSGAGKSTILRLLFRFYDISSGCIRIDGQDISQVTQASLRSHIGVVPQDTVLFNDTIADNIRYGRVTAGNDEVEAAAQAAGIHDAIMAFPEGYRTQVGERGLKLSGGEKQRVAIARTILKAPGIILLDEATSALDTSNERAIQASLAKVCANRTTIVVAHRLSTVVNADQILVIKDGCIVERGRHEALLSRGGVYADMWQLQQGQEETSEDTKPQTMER
MC4R antagonist – MC4R antagonists of cAMP signaling, primary screen, cell-based, TR-FRET, antagonist arm of biased-ligand search | MC4R-expressing cells, MTII-stimulated cAMP, LANCE TR-FRET | inhibition, % at 6.5 µM | 0.48% of 360,000 active | AID 540295, 2011;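 active means inhibition above its plate's cutoff, the mean of tested wells on that plate plus 3 SD, cut at about 29% in these data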;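 further: 0% = Melanotan II alone and 100% = Melanotan II plus saturating MCL0020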
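Test system: U2OS cells stably expressing human melanocortin 4 receptor (MC4R); also added: Melanotan II challenge; compound: 6.5 µM single dose; timing: 30-min compound preincubation, 1-h Melanotan II challenge, 1-h detection, room temperature; signal: Eu-cAMP/anti-cAMP TR-FRET, emission 671 nm; repeats: one well per compound, no replicates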
Glyco luc inh – increase of ERlucT glycosylation luciferase signal, primary screen, N-linked glycosylation inhibitor project, D54 ERlucT cells, luminescence, set 2 | 0.23% of 360,000 active | reporter increase, % at 12.5 µM | D54 ERlucT glycosylation luciferase reporter, 24 h; percent of 100 nM tunicamycin response;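 active means mean luciferase reporter signal, scaled so untreated is 0 and the glycosylation-blocking control 100, at or above a set limit in every replicate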;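 further: luciferase carries N-glycosylation sites so blocking glycosylation raises the light; 0% = median of neutral control wells and 100% = median of 100 nM tunicamycin wells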
aDG glyco up – activators of alpha-DG glycosylation, primary screen, uHTS, Pro5-aDG cells, AlphaScreen; alpha-DG glycosylation AlphaScreen (IIH6); 0% Pro5, 100% B10-LARGE cell signal; activation, % at 10 µM; 0.22% of 360,000 active;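 active means activation of at least 8% versus controls, or a plate z-score of at least 8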;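 further: Pro5 are CHO cells carrying HIG-tagged alpha-DG that lacks glycosylation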
ABHD5 PLIN5 PPI – ABHD5-PLIN5 interaction inhibitors, primary screen, cell lysate, split luciferase complementation, luminescence | AID 602281, 2012 | inhibition, % at 4 µM | 0.78% of 360,000 active | Split G. princeps luciferase complementation, 4 h;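 active means inhibition above the mean inhibition across every tested compound plus 3 SD, cut at about 22% in these data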;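 further: 0% = DMSO only wells and the 100% control is not disclosed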
Vif imaging – HIV Vif self-association inhibitors, primary screen, imaging, HEK293T, single point; HEK293T cells, Vif self-association by quenched fluorescence, 24 h; inhibition, % at 7.49 µM; 0.35% of 340,000 active; in the data active means inhibition above about 50%, passing the limit was not always enough; further: some results filed as inactive read as strong as hits
NOD2-RIPK2 inh – NOD2-RIPK2 binding disruptors in cells, primary screen, fluorescence, CHO cells, BLA complementation | inhibition, % at 4.98 µM | 0.38% of 360,000 active | Receptor-interacting serine/threonine-protein kinase 2 (Homo sapiens), O43353 | CCF4 ratio; in the data active means inhibition above about 21%;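 further: 0% = vehicle only and 100% = reference blocker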
MC4R ag barr – MC4R agonists recruiting beta-arrestin, primary screen, cell-based, luminescence, agonist arm of biased-ligand search. activation, % at 8.9 µM. U2OS MC4R beta-arrestin complementation; percent of melanotan II response, DMSO zero. 0.98% of 360,000 active;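 active means activation above a per-plate cutoff, the mean activation of sample wells on that plate plus 3 SD, cut at about 8% in these data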
TLR9-MyD88 block – inhibitors of TLR9-MyD88 association in cells, primary screen, cell-based, CHO, BLA complementation, fluorescence | Toll-like receptor 9 (Homo sapiens) + Myeloid differentiation primary response protein … | CCF4 FRET ratio | inhibition, % at 4.98 µM | 0.21% of 340,000 active | AID 504734, 2011;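 active means inhibition above the mean over all tested compounds plus 3 SD, cut at about 21% in these data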;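 further: 0% = DMSO only wells and 100% = clavulanate BLA inhibitor control wells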
Granule exo inh – LAMP-1 surface exposure blockers, TALL-104 cells – cell-based, flow cytometry, MLPCN library, primary screen | AID 651702, 2012 | inhibition, % at 10 µM | 0.66% of 360,000 active | TALL-104 LAMP-1 surface exposure; cells stimulated with thapsigargin and PMA;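 active means inhibition above about 55%, limit read from the data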
Starred values were filed as active, the others as inactive. Not all compounds are listed. The share of hits here may be higher or lower than overall.

Values run as follows: ABCB6 inh 2	MC4R antagonist	Glyco luc inh	aDG glyco up	ABHD5 PLIN5 PPI	Vif imaging	NOD2-RIPK2 inh	MC4R ag barr	TLR9-MyD88 block	Granule exo inh
> CCc1ccc([C@@H]2CC=C(C(=O)O)[C@H](c3ccc(Cl)cc3)N2S(=O)(=O)c2ccc(C)cc2)cc1
    100	1	4	1.2	-6	8	0	-0.4	9	3
> O=C(NCCNc1nccc(C(F)(F)F)n1)c1cccs1
    92	5	-1	0.1	4	1	0	0.9	-9	-2
> Cc1sc2ncnc(N3CCC(C(=O)Nc4sc5c(c4C(N)=O)CCC(C)C5)CC3)c2c1C (configuration not stated)
    95	5	-1	0.8	0	-16	6	2.3	-17	-3
> CCOC(=O)COc1c(-c2ccc(OC)cc2)oc2ccccc2c1=O
    92	4	0	-0.2	-3	24	-2	-1.2	6	37
> CC#CCN1c2ccccc2[C@]23C[C@@H](C(=O)OC)N(C(=O)OCC)C2=NC(C(=O)OC)=C(C(=O)OC)[C@H]13
    98	13	4	-0.2	18	1	-5	-0.2	1	0
> O=C(Nc1ccccc1C(=O)O)c1cc(S(=O)(=O)Nc2cccc(F)c2)ccc1Cl
    100	0	2	0.0	-4	21	-3	0.1	-11	-2
> COC(=O)Cc1cc(=O)[nH]c(/N=C(\N)Nc2ccc(C)cc2)n1
    94	4	1	-0.1	-3	17	-1	0.3	3	0
> CCOC(=O)CN1C(=O)C(O)(C2CCc3ccccc3C2=O)c2ccccc21 (configuration not stated)
    114	4	0	0.7	-8	16	-8	-1.8	-2	-1
> CCOC(=O)c1ccc(N=c2scc(C)n2CC)cc1
    103	17	-12	0.8	-2	-3	-15	-1.1	0	3
> Nc1cccc(C(=O)OCC(=O)c2ccccc2)c1
    99	7	2	-0.2	3	-1	2	-0.5	-8	-2
> COC(=O)c1c(C)oc2ccc(N(C(=O)c3ccncc3)S(=O)(=O)c3ccc(C)cc3)cc12
    101	-17	11	0.4	10	-16	14	-1.8	2	9
> Nc1nc2ccc(Br)cc2o1
    98	5	2	0.1	11	-6	-2	-2.6	-4	-16
> COCCCn1cnnc1SCC(=O)Nc1ccc(S(=O)(=O)N2CCCC2)cc1
    113	3	1	-0.2	-5	-4	-14	-0.9	2	-2
> Cc1cc(C)nc(NS(=O)(=O)c2ccc(NC(=O)c3ccc4c(c3)OCCO4)cc2)n1
    98	14	1	0.0	-6	2	-13	2.4	7	0
> CN(C)/C=C1\N=C(c2cccnc2Oc2ccc(Cl)cc2)OC1=O
    96	-10	-3	-0.1	-3	12	3	-0.8	-6	-16
> C[C@H](CO)N1C[C@H](C)[C@@H](CN(C)C(=O)Nc2ccc(C(F)(F)F)cc2)Oc2c(NS(=O)(=O)c3cccs3)cccc2C1=O
    106	17	-2	-0.2	-4	17	-6	1.1	8	-4
> Cn1cnnc1SCC(=O)c1ccc2c(c1)OCO2
    95	8	1	0.0	1	4	-2	-2.6	2	-1
> CCC(C)Sc1ccc([C@@H]2[C@H]3C(=O)N(CC)C(=O)[C@H]3[C@]3(C(=O)OC)CCCN23)cc1OC (some centres not stated)
    93	0	1	0.1	4	9	-5	0.4	5	-2
> O=c1[nH]c2ccccc2c(=O)n1CCCO
    98	12	2	-0.1	-4	-15	-1	-0.7	1	-1
> CCCCn1cnc2c(SCc3ccc([N+](=O)[O-])cc3)nc(N)nc21
    96	-6	-2	0.5	9	-5	-3	-1.8	8	-1

Random excerpt: 3 entries already listed.
Values run as follows: ABCB6 inh 2	MC4R antagonist	Glyco luc inh	aDG glyco up	ABHD5 PLIN5 PPI	Vif imaging	NOD2-RIPK2 inh	MC4R ag barr	TLR9-MyD88 block	Granule exo inh
> CN(C)/C=C1\N=C(c2cccnc2Oc2ccc(Cl)cc2)OC1=O
    96	-10	-3	-0.1	-3	12	3	-0.8	-6	-16
> O=c1[nH]c2ccccc2c(=O)n1CCCO
    98	12	2	-0.1	-4	-15	-1	-0.7	1	-1
> CCc1ccc([C@@H]2CC=C(C(=O)O)[C@H](c3ccc(Cl)cc3)N2S(=O)(=O)c2ccc(C)cc2)cc1
    100	1	4	1.2	-6	8	0	-0.4	9	3

Next part:
Values run as follows: ABCB6 inh 2	MC4R antagonist	Glyco luc inh	aDG glyco up	ABHD5 PLIN5 PPI	Vif imaging	NOD2-RIPK2 inh	MC4R ag barr	TLR9-MyD88 block	Granule exo inh
> C=CCOc1ccc2c(c1)CCC1C2CCC2(C)C(O)C(O)CC12 (configuration not stated)
    104	23	-1	0.4	-6	9	-6	-0.4	-2	6
> COc1ccc(N2CC(C(=O)N/N=C/c3cccs3)CC2=O)cc1 (configuration not stated)
    98	-3	-2	0.5	4	-2	-5	-2.4	-11	5
> Nc1ccc(-c2nnc(-c3ccc(-c4ccccc4)cc3)o2)cc1
    96	16	-1	0.4	0	-15	8	7.4	6	13
> O=C(c1cc2ccccc2o1)N(Cc1nnc(-c2ccccc2Cl)o1)C1CC1
    90	-1	-3	0.2	2	-6	-12	1.1	-4	0
> Cc1cn([C@H]2C[C@H](O)[C@@H](CNCc3ccc(F)c(N4CCOCC4)c3)O2)c(=O)[nH]c1=O
    101	-2	1	-0.2	-2	-1	1	-0.7	-8	-2
> C/C(=N/NC(=O)c1cccs1)c1c(C)[nH]n(-c2nc3ccccc3s2)c1=O
    101	6	-10	1.5	-5	6	3	-0.6	0	1
> CCC(C(=O)O)n1c(C(F)(F)F)nc2ccccc21 (configuration not stated)
    100	7	1	-0.3	-3	10	12	-2.0	5	-2
> CCOCCOC(=O)c1[nH]c2c(c1C)C(=O)CC(c1ccc(N(C)C)cc1)C2 (configuration not stated)
    93	-2	-7	0.3	0	-2	-12	-1.1	-1	-1
> CCOc1ccccc1C(=O)N/N=C/c1c[nH]c2ccccc12
    97	-2	2	0.0	0	-8	-2	-1.4	6	-1
> CCCn1nnnc1NCc1ccc(N(CC)CC)cc1
    92	4	1	0.2	-2	2	-5	0.5	3	-6
> CC(C)(CNC(=O)c1ccc([N+](=O)[O-])c(Cl)c1)CNC(=O)c1ccc([N+](=O)[O-])c(Cl)c1
    102	31*	-2	-0.1	-2	11	-8	-2.4	2	9
> CCc1ccc(C(=O)COC(=O)CNC(=O)CNS(=O)(=O)c2ccccc2)cc1
    106	21	2	0.2	-2	-8	6	-2.0	12	-1
> Cc1c(C#N)c2ccccc2n1CC(=O)N1CCc2ccccc2C1
    101	4	-5	0.1	0	3	4	-0.8	0	0
> Cc1nc2nc(NC(=O)c3ccco3)nn2c(C)c1Cl
    95	-2	-4	0.1	1	-1	-5	-1.4	-1	-7
> Cc1ccc(CN2CCN(Cc3ccccc3C(F)(F)F)CC2)cc1
    99	4	0	0.0	3	-5	3	4.8	-1	1
> Cc1nc(N)c2c(Cc3cccc4ccccc34)nn(C(C)(C)C)c2n1
    103	-22	-5	0.4	1	3	7	3.4	7	-3
> Cc1cc(C)c(NC(=O)CN2CCN(c3ccccn3)CC2)c(C)c1
    97	5	0	0.0	-5	2	-1	-1.5	-13	-4
> C[C@@]12C(=O)Nc3cc(F)c(F)cc3C(=O)N1[C@H]1c3cc(Cl)ccc3OC[C@@H]1[C@@H]2c1ccccc1
    94	3	17	0.0	-2	6	2	4.6	-1	-1
> O=C(COC(=O)c1ccco1)c1ccc2ccccc2c1
    92	16	-1	0.3	0	9	-3	1.7	-6	-1
> COc1cccc2c(=O)n(CC(=O)NC3CCCC3)ccc12
    105	1	0	-0.2	7	15	-5	0.1	7	-3
> Cc1cc(C(=O)OC2CCOC2=O)c2ccccc2n1 (configuration not stated)
    95	-4	2	-0.1	4	-6	8	1.3	6	-4
> O=c1oc(CCCO)cc2ccc(C#CC3(O)CCCCC3)cc12
    95	1	3	0.7	-2	-5	-7	-1.2	3	-6
> O=C(Nc1ccc(Cl)cc1)C1CC(=O)n2c(nc3ccccc32)N1 (configuration not stated)
    94	3	0	0.0	0	-5	-2	-3.2	-1	0
> O=C(CSc1ccc(F)cc1)NC(=O)NCc1ccccc1
    82	5	3	-0.2	1	3	10	-2.3	-2	0
> COc1ccc(CN2C(=O)c3cccnc3C2=O)cc1S(=O)(=O)N1CC(C)Oc2ccccc21 (configuration not stated)
    96	4	1	1.4	10	-1	-1	0.6	0	5
> Cc1ccc(O)c(-c2cc(-c3ccccc3F)[nH]n2)c1
    95	15	-6	-0.2	-1	-7	9	1.1	5	30
> COc1ccccc1N1CCN(CCCCN2C(=O)C3CCCCN3C2=O)CC1 (configuration not stated)
    99	9	0	-0.1	6	-3	3	-1.1	-7	18
> Cc1ccc(N/C=C/C(=O)c2cccs2)cc1
    103	-1	-17	-0.4	4	29	-4	-2.3	6	1
> CCS(=O)(=O)c1nc(S(=O)(=O)c2ccc(C)cc2)c(NCCCN2CCCC2=O)s1
    102	1	-1	-0.2	9	-6	-12	1.1	-1	-1
> CC1(C)CC(N2CCOCC2)=CC(=[N+]2CCOCC2)C1
    87	0	4	0.5	-1	1	0	-1.4	5	1
> CC(=O)Nc1c(O)nc(SCC(=O)Nc2sc3c(c2C#N)CCCCCC3)[nH]c1=O
    99	-3	1	0.1	-13	0	-2	-1.5	-10	-4
> Cc1ccc(C(=O)OCC(=O)NCc2ccc(F)cc2)o1
    105	8	0	0.1	0	1	-4	-1.4	-10	-8
> Cc1cccc(C)c1NC(=O)CN(C)C(=O)CC1Sc2ccccc2NC1=O (configuration not stated)
    91	-2	-2	0.0	3	-4	-14	-1.9	-3	5
> O=C(NCCc1ccc(C(F)(F)F)cc1)c1ccc(Cl)nc1
    95	10	-2	0.0	-10	-17	-13	-1.8	-5	2
> CCOC(=O)C1CCCN(S(=O)(=O)c2cc(OCC(N)=O)c(C)cc2Cl)C1 (configuration not stated)
    98	18	-1	0.2	-1	-6	2	-2.4	4	3
> Cc1cccc(C)c1NS(=O)(=O)c1ccc(NC(=O)c2ccc(Cl)c([N+](=O)[O-])c2)cc1
    99	16	-2	0.3	5	-2	-8	-2.1	-10	-2
> Cc1ccccc1COc1ccc2oc(C)c(C(=O)O)c2c1
    109	-3	0	-0.1	-4	-22	-58	-0.2	-18	0
> COc1cc([N+](=O)[O-])ccc1N1C(=O)CC(Sc2nccc(C)n2)C1=O (configuration not stated)
    82	2	0	-0.1	3	-2	-3	-0.8	5	23
> COc1ccc(CNC(=O)C2CCCN2)cc1OC (configuration not stated)
    99	0	0	0.4	0	0	4	-1.6	9	-2
> S=C(NCCN1CCOCC1)Nc1ccc(Cl)c(Cl)c1
    92	15	-2	-0.1	5	15	-7	-1.6	-1	-3
